GASC-1 inh: human JMJD2C demethylase inhibition | Q9H3R0 | GST-JMJD2C(1-420) H3K9me3 demethylation, DELFIA europium | inhibition, % at 2.35 µM | hit rate 0.069% among 330,000 | AID 2099;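 active = more than half of a compound's replicate wells show inhibition beyond 50%, single wells judged on their own value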;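 note: signal counts dimethyl H3K9 product captured on neutravidin plate; 0% = median of DMSO wells and 100% = 0.3 times that DMSO median; strong numbers were not always called active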
procasp3 activ: activates human procaspase-3; P42574; hit rate 0.11% among 330,000; recombinant procaspase-3 D3A, Ac-DEVD-pNA absorbance 405 nm; activation, % at 8.5 µM;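 active = activation above the mean of all tested compounds plus 3 SD, cut at about 21% in these data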;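 note: 0% = DMSO alone and 100% = DMSO wells spiked with extra 5 µM PC-3 D3A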
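material = Procaspase-3 D3A mutant | probe or stimulus = Ac-DEVD-pNA | compound = single dose, 8.5 µM nominal compound, 0.8% DMSO | timing = 1 h preincubation, 2 h reaction | measured by = 405 nm absorbance of p-nitroaniline, reads at 0 and 120 min | benchmarks = DMSO-only low control, 5 µM PC-3 D3A high control | repeats = singlicate, each compound tested once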
PP5 primary: blocks human protein phosphatase 5 activity. P53041. purified PP5c, OMFP substrate fluorescence. inhibition, % at 6.7 µM. hit rate 0.18% among 320,000. AID 1987;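 active = inhibition above the campaign's mean inhibition across all tested compounds plus 3 SD, cut at about 9.5% in these data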;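 note: 0% = DMSO only and 100% = 100 µM cantharidin control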
PP1 inh: blocks human PP1-alpha phosphatase, a PP5 counter-screen; P62136; purified PP1alpha, OMFP fluorescence; inhibition, % at 6.7 µM; hit rate 0.9% among 320,000;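 active = inhibition above the mean inhibition of all tested compounds plus 3 SD, computed separately for each screening campaign, cut at about 15% in these data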
Fh CTSL1 inh: blocks F. hepatica cathepsin L1 in PFM18AAP counter-screen | inhibition, % at 5.96 µM | recombinant F. hepatica cathepsin L1, Z-Leu-Arg-MCA fluorescence | hit rate 0.49% among 300,000;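 active = inhibition above the mean of all tested compounds plus 3 SD, set per screening campaign, cut at about 17% in these data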;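 note: 0% = plate median of test compound wells and 100% = 1 µM Z-Phe-Ala-diazomethylketone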
VLA-4 inh: inhibition in a human VLA-4 binding assay; P13612; VLA-4 expressing cells, ligand binding flow cytometry; inhibition, % (about 7 µM as worked out from the volumes in the protocol); hit rate 0.2% among 330,000; AID 2557; in the data active = inhibition above about 50%
proCasp7 act: counter-screen for procaspase-3 activators: activators of human procaspase-7; recombinant procaspase-7, Ac-DEVD-pNA absorbance 405 nm; D23A/D198A/D206A triple mutant, cannot self-cleave; scale: DMSO 0, 5 µM enzyme 100; activation, % at 8.5 µM; hit rate 0.093% among 330,000; AID 463210;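 active = percent activation above the screen-wide mean plus 3 SD, cut at about 25% in these data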
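Assay system: Uncleavable procaspase-7 mutant enzyme | Input: 2 µM procaspase-7 mutant as dispensed | Timing: 1 h compound preincubation, 2 h substrate cleavage, 25 °C | Repeats: One well per compound | Control set: DMSO wells as 0%, DMSO with 5 µM added PC-7 as 100% | Technique: Epi-absorbance of released pNA at 405 nm, two timepoints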
core dimer inh: blocks dimerization of HCV core protein. TR-FRET GST/Flag-core106 dimerization, 1536-well. AID 1899. inhibition, % at 5 µM. hit rate 0.33% among 300,000;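 active = inhibition above the mean of all tested compounds plus 3 SD, set per screening campaign, cut at about 45% in these data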
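System: GST/Flag-tagged HCV core106 proteins. Incubation: compound-protein-antibody incubation 4 h at 22.5 °C. Technique: HTRF with 340 nm excitation, 617/671 nm emission. Medium: KF-containing HEPES buffer, pH 7.45, DTT, CHAPS, BSA. Read-out: inhibition (%) from 671 over 617 nm ratio. Also added: Eu(K)-anti-GST 90 ng/mL plus XL665-anti-Flag 1 µg/mL.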
GRK2 aptamer HTS: inhibitors of human GRK2 displacing RNA aptamer | bead flow cytometry, FAM-aptamer displacement from GRK2 | inhibition of aptamer binding, % at 10 µM | hit rate 0.59% among 330,000 | AID 488847;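 active = inhibition of aptamer binding above 40%, roughly 3 SD of noise, on plates passing a quality check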;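 note: median bead fluorescence of bound FAM aptamer so fluorescent compounds give negative values; no value below 0 was filed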
Target sequence (P25098 whole entry, looked up): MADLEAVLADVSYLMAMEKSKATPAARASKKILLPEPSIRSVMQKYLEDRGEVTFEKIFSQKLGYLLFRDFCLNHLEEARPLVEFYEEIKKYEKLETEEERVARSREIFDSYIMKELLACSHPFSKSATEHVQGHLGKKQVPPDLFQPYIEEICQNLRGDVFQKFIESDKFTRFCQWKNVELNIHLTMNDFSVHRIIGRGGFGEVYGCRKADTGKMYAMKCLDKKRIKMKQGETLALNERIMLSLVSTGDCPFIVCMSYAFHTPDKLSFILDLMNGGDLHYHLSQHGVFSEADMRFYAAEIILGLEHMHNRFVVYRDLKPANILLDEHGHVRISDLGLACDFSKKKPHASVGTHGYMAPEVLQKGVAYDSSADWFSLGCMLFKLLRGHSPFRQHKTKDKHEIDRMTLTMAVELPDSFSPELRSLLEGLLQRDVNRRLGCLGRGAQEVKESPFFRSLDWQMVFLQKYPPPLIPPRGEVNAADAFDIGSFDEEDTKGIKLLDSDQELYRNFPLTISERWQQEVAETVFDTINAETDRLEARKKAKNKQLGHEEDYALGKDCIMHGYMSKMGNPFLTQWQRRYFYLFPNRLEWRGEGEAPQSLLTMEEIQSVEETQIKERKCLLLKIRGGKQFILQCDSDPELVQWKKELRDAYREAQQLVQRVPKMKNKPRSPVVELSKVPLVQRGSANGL
Starred values were filed as active, the others as inactive; x = not tested or not shown.

No.	Molecule	GASC-1 inh	procasp3 activ	PP5 primary	PP1 inh	Fh CTSL1 inh
1	COCCN(CC1CCCN(C2Cc3ccccc3C2)C1)C(=O)CCSC (stereo not drawn)	-6	5	-0.5	1	3
2	Cc1cc2cc(CCNC(=O)c3ccc(C)c([N+](=O)[O-])c3)c(=O)[nH]c2cc1C	22	6	2.9	2	-1
3	Cc1c(CC(=O)O)c(=O)oc2c(C)c(OCc3nn[nH]n3)ccc12	0	0	-1.1	-4	8
4	O=C(CN1C(=O)c2ccccc2S1(=O)=O)Nc1ccon1	33	-2	4.1	1	4
5	O=C(CN1CCN(c2ccccn2)CC1)Nc1ccc(Oc2ccccc2)cc1	-1	-4	3.8	3	2
6	Cc1ccnc(SCCn2c(Br)nc3c2c(=O)[nH]c(=O)n3C)n1	6	-5	0.6	0	-1
7	Cc1cccnc1NC(=O)c1ccc(OCC2CCCO2)cc1 (stereo not drawn)	8	14	-1.4	-1	x
8	Cc1ccc(S(=O)(=O)N2CCC(C(=O)OCCOc3cccc(C)c3)CC2)cc1	7	6	1.8	-1	x
9	CCOC(=O)c1cc(-c2nnc(-c3cc(OC)c(OC)c(OC)c3)o2)c(C)nc1C	x	1	0.2	-1	0
10	Cc1nn(CC(=O)Nc2ccccc2C(F)(F)F)c(=O)c2cccn12	12	6	1.7	-4	-2
11	O=C1COc2ccc(C(=O)COC(=O)c3ccc(Cl)cc3[N+](=O)[O-])cc2N1	-2	10	0.1	-1	-2
12	Cc1ccccc1NC(=O)CSc1n[nH]c(-c2ccco2)n1	-34	2	-1.4	2	8
13	COC(=O)c1ccc(NC(=O)N2CCOCC2)cc1	12	-2	-5.6	-6	-2
14	CCOC(=O)C1(CCCc2ccccc2)CCN(Cc2ccn[nH]2)CC1	4	8	4.0	3	-2
15	Cc1c(C(=O)NCCSCc2ccccc2)cccc1[N+](=O)[O-]	0	9	1.7	-4	2

No.	VLA-4 inh	proCasp7 act	core dimer inh	GRK2 aptamer HTS
1	7	-1	-2	6
2	11	-1	-2	0
3	4	5	0	0
4	-3	-1	1	1
5	21	-2	4	0
6	12	6	-6	5
7	44	5	x	0
8	32	6	x	0
9	7	0	1	1
10	4	-1	-8	2
11	16	7	-1	3
12	1	3	1	0
13	-3	-11	2	3
14	26	7	-10	0
15	0	3	-4	1

Later entries
No.	Molecule	GASC-1 inh	procasp3 activ	PP5 primary	PP1 inh	Fh CTSL1 inh
16	Cc1ccc2nc(NC(=O)c3ccco3)sc2c1	14	5	0.6	-2	2
17	CCCc1nn2c(=O)c(C(c3cccc(Cl)c3)c3c(O)nc4sc(CCC)nn4c3=O)c(O)nc2s1	11	-1	1.8	5	-1
18	O=C(Cn1nnc(-c2cccs2)n1)NCc1ccco1	9	3	2.8	-3	4
19	Cc1ccccc1-c1nc(CS(=O)(=O)CC(=O)N2CCN(C)CC2)c(C)o1	-14	3	-1.1	-2	14
20	COc1cccc(CN(C)CC(=O)Nc2ccccc2N2CCOCC2)c1OC	9	3	-0.1	1	1
21	Nc1nc(COC(=O)c2ccc3c(c2)OCCO3)nc(Nc2ccccc2)n1	-25	-1	0.6	0	x
22	COC(=S)N/C(=N\S(=O)(=O)c1ccc(Cl)cc1)c1ccccc1	12	-15	1.0	0	-3
23	CC1=C(C)CC(C(=O)N2CCN(Cc3ccccc3)CC2)C(C(=O)O)C1 (stereo not drawn)	-8	12	-1.0	-1	1
24	CCOc1cc(C(=O)Nc2ccc(S(=O)(=O)Nc3cnc4ccccc4n3)cc2)cc(OCC)c1OCC	13	-5	1.9	1	4
25	COc1cc(Nc2c3c(nc4ccccc24)CCC3)cc(OC)c1OC	-6	3	0.1	-1	-4
26	Cc1ccc2c(c1)C(O)(C1COC(C)(C)CC1=O)C(=O)N2C (stereo not drawn)	-2	14	-1.1	-4	2
27	Cc1ccccc1S(=O)(=O)Cc1ccc(C(=O)NCc2cccnc2)o1	-12	1	-0.5	-1	-1
28	COc1ccc(OC)c(S(=O)(=O)n2cnc3ccccc32)c1	2	-5	-2.4	1	-2
29	C=CCNc1nc(N)c(C(=C(C#N)C#N)c2ccc(Br)cc2)s1	1	12	3.4	11	3
30	COc1ccc(C(=O)c2ccccc2)cc1Br	0	6	2.1	1	3

No.	VLA-4 inh	proCasp7 act	core dimer inh	GRK2 aptamer HTS
16	-7	5	-8	3
17	16	3	45	0
18	6	4	-2	1
19	7	9	10	0
20	-2	9	3	0
21	-19	7	x	0
22	0	-15	-2	0
23	1	13	-3	18
24	4	0	15	2
25	2	-7	-9	1
26	3	10	1	1
27	3	6	0	2
28	13	-3	7	3
29	-22	105*	4	0
30	-14	-5	-1	0

Remaining list, next part.
No.	Molecule	GASC-1 inh	procasp3 activ	PP5 primary	PP1 inh	Fh CTSL1 inh
31	CCOc1ccc(CNC(=O)CS(=O)(=O)Cc2nc(-c3ccc(OC)cc3)oc2C)cc1	-2	-7	4.2	-2	-2
32	COc1ccc(O)c(/C=N/NC(=O)CCC(=O)Nc2cccc(C)c2)c1	8	-3	-3.1	3	2
33	Cc1csc(Nc2nc(N)c(C(=O)Nc3cc(Cl)ccc3F)o2)n1	-6	-4	-2.7	13	3
34	O=C(Nc1cccc([N+](=O)[O-])c1)c1ccccc1	9	-1	-0.6	-1	-5
35	COc1ccc(C(C[N+](=O)[O-])C2(c3ccc(OC)c(OC)c3)C(=O)c3ccccc3C2=O)cc1 (stereo not drawn)	8	-3	3.2	-4	1
36	O=C(NCc1ccco1)c1cc(=O)c2ccccc2o1	3	3	3.3	-4	-3
37	NS(=O)(=O)c1ccc(NC(=S)N2CCN(c3ccccc3)CC2)cc1	6	2	0.1	-3	-4
38	Cc1[nH]c2ccccc2c1C(=O)C(=O)NCCc1ccc(S(N)(=O)=O)cc1	-5	-1	2.6	1	-7
39	O=C(O)CCc1nn2c3ccccc3n(CC(=O)c3cccs3)c2nc1=O	-21	-3	1.9	-10	-7
40	COc1ccc(CNC2CCCc3ccccc32)cc1OC (stereo not drawn)	12	-9	2.8	-1	-2
41	COc1cccc(C(=O)C2CCCN(C(=O)c3ccc(C#CC(C)(C)O)cc3)C2)c1 (stereo not drawn)	6	6	-4.7	10	0
42	O=C(N/N=C/c1cnc(N2CCOCC2)s1)c1ccccc1	-3	-1	0.5	2	2
43	Cc1ccc(C2C(C#N)=C(N)Oc3cc(C)oc(=O)c32)o1 (stereo not drawn)	1	2	-1.1	4	-2
44	O=C(NC(=S)NCc1ccccc1)c1cccc(Cl)c1	4	2	-0.1	-5	1
45	CC1CCC(C(C)C)C(OC(=O)Cn2nnc3c(cnn3-c3ccccc3)c2=O)C1 (stereo not drawn)	-2	6	0.7	-4	1

No.	VLA-4 inh	proCasp7 act	core dimer inh	GRK2 aptamer HTS
31	-4	2	-3	0
32	18	7	10	0
33	-5	3	-1	1
34	8	-9	-3	0
35	33	-5	-42	8
36	37	4	0	0
37	-318	-2	0	0
38	-7	-1	-1	5
39	2	-9	-4	1
40	1	-3	-5	3
41	12	-4	-11	1
42	-3	-1	-3	0
43	14	-15	-7	0
44	14	13	-2	1
45	1	8	11	0

Additional records follow:
No.	Molecule	GASC-1 inh	procasp3 activ	PP5 primary	PP1 inh	Fh CTSL1 inh
46	COc1ccc(C2SC[C@@H](C(=O)O)N2C(C)=O)cc1 (stereo partly drawn)	-1	0	5.7	0	-3
47	Cc1ccc(C(=O)NCCOc2ccc(Cl)cc2)cc1	3	0	0.9	-6	-1
48	CCOc1ccc(C(=O)CCC(=O)NC2=NCCS2)cc1	5	-4	0.6	0	-15
49	N#Cc1ccc(-c2ccc(F)cc2)nc1SCC(=O)Nc1sc2c(c1C#N)CCC2	-8	-2	2.1	-3	-2
50	CCOCCCNC(=O)C(NC(=O)c1ccc2c(c1)OCO2)c1ccccc1 (stereo not drawn)	1	3	1.1	-3	-2
51	CN1CCC(=O)N(CCOc2ccccc2)CC1	-7	-1	0.6	-4	-4
52	COc1ccc(NC(=O)CC23CC4CC(CC(Br)(C4)C2)C3)c(OC)c1	-1	6	1.0	0	2
53	O=C(NCCN1CCOCC1)c1ccc2c(c1)N(Cc1ccccc1F)C(=O)c1ccccc1S2(=O)=O	-1	9	1.2	-8	18*

No.	VLA-4 inh	proCasp7 act	core dimer inh	GRK2 aptamer HTS
46	-13	1	-2	2
47	5	2	7	9
48	-22	0	16	2
49	-5	5	20	1
50	-5	21	0	2
51	2	-5	-5	2
52	-9	-3	-8	2
53	-28	-2	-17	0

Source: PubChem (several laboratories)
